Screening data from PubChem.
D1 antag: antagonists of human D1 dopamine receptor; 360,000 compounds, 3.2% hits; HEK293 TREx D1 cells, calcium flux, dopamine EC80; stronger effect = lower value; activity change, negative = inhibition, % at 10 µM; in the data active = activity change below about -30%; also: % is scaled to controls: 0 for no effect and ±100 for the full control effect
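Cells carrying a force-coupled, tetracycline-inducible human D1 receptor report calcium flux. Each well gets a 10 s baseline, compound with 180 s monitoring, then an EC80 dopamine stimulus with a second 180 s kinetic read.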
RXFP1 ag: activates the human relaxin receptor RXFP1 | HEK293T-RXFP1 cAMP TR-FRET, 30 min; response scale: percent of porcine relaxin response, buffer zero | Potency, µM (doses to about 57.5 µM), inactives show at the highest dose activation, actives largely listed as activators | 370,000 compounds, 0.3% hits; also: potency is read from the fitted curve at half-maximal effect; % is scaled to controls: 0 for no effect and ±100 for the full control effect; nearly all actives have a fitted effect of over 60% in size; many of its hits are not listed in these tables
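HEK293 cells stably expressing RXFP1, treated 30 min at 37C with compounds plus PDE4 inhibitor Ro 20174; cAMP measured by HTRF TR-FRET. Normalized to buffer and 29 nM porcine relaxin; EC50 by Hill fit.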
TRHR enhancer: allosteric enhancers of human TRH receptor. TRHR cells, fluo-8 calcium fluorescence, EC20 TRH enhancement. enhancement, % at 2 µM. 360,000 compounds, 0.66% hits; in the data active = enhancement above about 30%; also: 0% is about no effect
Target sequence (P34981 whole entry, looked up): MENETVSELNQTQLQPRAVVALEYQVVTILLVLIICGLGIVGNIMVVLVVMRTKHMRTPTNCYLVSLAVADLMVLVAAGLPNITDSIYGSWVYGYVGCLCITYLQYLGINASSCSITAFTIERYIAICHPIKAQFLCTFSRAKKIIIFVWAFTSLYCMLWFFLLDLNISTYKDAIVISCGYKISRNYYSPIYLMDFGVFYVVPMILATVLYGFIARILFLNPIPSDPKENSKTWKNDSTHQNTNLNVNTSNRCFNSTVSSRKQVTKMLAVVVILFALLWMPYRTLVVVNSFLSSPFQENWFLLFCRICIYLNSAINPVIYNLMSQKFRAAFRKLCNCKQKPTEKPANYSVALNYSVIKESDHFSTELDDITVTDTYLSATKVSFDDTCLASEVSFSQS
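Enhancer read-out: after compound pinning and an initial kinetic agonist-mode read, an EC20 of TRH (10 nM final) was injected and fluo-8 calcium signal (Ex 480/Em 530) followed at 1 s/cycle for 100 cycles in TRHR-expressing cells.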
RXFP1 antag: antagonists of human relaxin receptor RXFP1; Q9HBX9; HEK293-RXFP1, relaxin-stimulated cAMP HTRF, 30 min; stronger effect = lower value; AID 1259400; activity change, negative = inhibition, % at 57.5 µM; 350,000 compounds, 0.59% hits;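 active = activity change of -60% or lower, but not beyond a set lower limit; inconclusive = change between -60% and -40%, or beyond the set limit; inactive = change above -40%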; also: % is scaled to controls: 0 for no effect and ±100 for the full control effect
TRHR ag: activates the human TRH receptor. TRHR cells, calcium flux fluo-8, FDSS agonist mode. activation, % at 2 µM. 360,000 compounds, 0.18% hits; in the data active = activation above about 30%; also: 0% is about no effect
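Read-out: compound-evoked intracellular calcium rise in TRHR cells, fluo-8 dye, kinetic FDSS fluorescence at 1 s/cycle following a 10-cycle baseline. Cells cultured overnight before dye loading (30 min–1.5 h, RT).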
D1 PAM: enhances dopamine response at the human D1 receptor; 360,000 compounds, 0.036% hits; AID 504651; P21728; potentiation, % at 10 µM; HEK293 TREx D1 cells, calcium flux, dopamine EC20 potentiation; in the data active = potentiation above about 30%; also: 0% is about no effect
D1 ag: agonists of human D1 dopamine receptor; P21728; HEK293 T-REx D1 cells, calcium flux, agonist mode; activation, % at 2 µM; 360,000 compounds, 1% hits; in the data active = activation above about 30%; also: 0% is about no effect
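Inducible HEK293 T-REx D1 cells, force-coupled to calcium signalling, were plated at 4000 cells/well with tetracycline and held overnight at 30 C. After no-wash calcium dye loading, compound-evoked calcium rise over 180 s flagged agonists.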
Apoferritin bind: binds horse apoferritin like a general anesthetic; Potency, µM (highest dose often 77.5 µM), for inactives: at the highest dose activity change, negative = displacement, usual class: inhibitors; apoferritin/1-aminoanthracene competitive binding, fluorescence; 350,000 compounds, 0.074% hits; P02791; also: potency is read from the fitted curve at half-maximal effect; % is scaled to controls: 0 for no effect and ±100 for the full control effect; nearly all actives have a fitted effect of over 20% in size
Target sequence (P02791 2-175 limits assumed): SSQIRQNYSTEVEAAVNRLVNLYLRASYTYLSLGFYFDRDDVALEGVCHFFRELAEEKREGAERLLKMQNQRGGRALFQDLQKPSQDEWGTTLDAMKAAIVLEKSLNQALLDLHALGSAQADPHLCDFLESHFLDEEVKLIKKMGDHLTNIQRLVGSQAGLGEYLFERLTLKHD
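In PBS, apoferritin at 10 uM is loaded with 1-AMA from a 50% saturated solution. After 10 min of compound exposure at ambient temperature, reduced 535 nm fluorescence indicates probe displacement.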
D2 potentiator: positive allosteric modulators of human D2 dopamine receptor. P14416. HEK293 T-REx D2, calcium flux, EC20 dopamine potentiation. potentiation, % at 10 µM. 340,000 compounds, 0.34% hits. AID 485347;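 active = potentiation over 3 SD above the plate norm, cut at about 30% in these data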; also: 0% is about no effect
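Cells plated with tetracycline inducer and held overnight at 30 C; calcium dye loaded 30–90 min at room temperature; baseline taken, compound added and read 180 s; EC20 dopamine then added and read 180 s.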
* = called active by the depositor; u = inconclusive; x = no result given. Unless noted, calls follow the shape of the dose curve; as a rule, active = well fitted curve in the direction sought with a large enough effect; inconclusive = small, poorly fitted or top-dose-only effect, or another doubt; inactive = no such curve, though single readings can be large; an effect the other way counts as inactive or inconclusive. An excerpt. The share of hits here may be higher or lower than overall.

[1] CCOC(=O)CNC(=O)CSc1nccn1Cc1ccco1
[2] COc1ccc(OC)c(NC2=C(Cl)C(=O)N(Cc3ccccc3)C2=O)c1
[3] CCOP(=O)(O)c1cccc(OCCOCCOc2cccc(P(=O)(O)OCC)c2)c1
[4] Cc1ccc2nc3c(cc(C(=O)NC4CCCC4)c(=N)n3CCCn3ccnc3)c(=O)n2c1
[5] OCCNc1nc(Nc2ccc(O)cc2)nc2ccccc12
[6] Cc1ccc(C)c2[nH]c(=O)c(CN(Cc3ccc4c(c3)OCO4)Cc3nnnn3Cc3ccco3)cc12
entry no.,1,2,3,4,5,6
D1 antag,9.1,-26.5,-1.4,-3.7,-7.1,6.3
RXFP1 ag,4.3%,1.5%,1.7%,2.5%,0.8%,9.4%
TRHR enhancer,1.2,15.8,1.1,-1.4,0.8,2.9
RXFP1 antag,-14.2,-21.8,8.4,x,-22.4,-14.4
TRHR ag,0.0,-0.8,2.3,0.1,-0.6,2.8
D1 PAM,-7.8,-0.7,-4.5,-0.5,-7.6,-2.3
D1 ag,0.5,4.5,2.0,-0.3,0.7,9.4
Apoferritin bind,-3.3%,-23.9%,1.3%,-14.5%,-9.2%,-16.9%
D2 potentiator,-0.3,-1.2,4.8,-2.7,-5.5,-2.6

[7] CCOc1cc(S(=O)(=O)N(CC)CC)ccc1F
[8] Cc1nc(S(=O)(=O)N2CCOCC2)c(C#N)c(C)c1Cl
[9] O=C(Nc1ccc(Oc2ccc(S(=O)(=O)N3CCOCC3)cn2)cc1)c1ccco1
[10] CC(=O)N1CCC(C(=O)c2ccc(Cl)cc2)CC1
[11] Cn1nc(C(F)(F)F)cc1C(=O)Nc1ccc(-c2ccno2)cc1
[12] CCCCN(CC)S(=O)(=O)c1ccc(C(=O)N(CCCN(C)C)c2nc3cc(C)cc(C)c3s2)cc1
entry no.,7,8,9,10,11,12
D1 antag,x,14.6,-6.2,4.8,-14.6,25.8
RXFP1 ag,-2.3%,0.5%,-1.5%,-0.3%,0.0%,1.2%
TRHR enhancer,-4.9,5.4,5.9,9.6,-7.3,6.8
RXFP1 antag,24.7,0.8,-6.2,-5.3,-15.1,u
TRHR ag,0.1,0.1,0.0,-0.1,1.1,0.3
D1 PAM,-1.9,2.2,-3.0,1.6,-0.9,3.7
D1 ag,0.2,0.8,1.7,-0.6,6.1,11.9
Apoferritin bind,u,-15.3%,-10.9%,-5.3%,-3.3%,u
D2 potentiator,11.8,12.5,10.5,-1.4,-8.9,-7.8

[13] COc1ccc(Nc2ncnc3c2nc2n3CCCCC2)cc1
[14] COc1ccc(CCNC(=O)CN(c2cccc([N+](=O)[O-])c2)S(C)(=O)=O)cc1OC
[15] CC(C)c1c(C(=O)N/N=C2\CCc3ccccc32)nnn1-c1nonc1N
[16] CC(Sc1ccsc1[N+](=O)[O-])C(=O)NCc1ccccc1 (stereo unspecified)
[17] COC(=O)C1=NNCC12CC(=O)N(c1ccc(Br)cc1)C2=O (stereo unspecified)
[18] CC1=C(C(=O)OCCBr)C(c2cccc3ccccc23)NC(=O)N1 (stereo unspecified)
entry no.,13,14,15,16,17,18
D1 antag,-8.5,-3.8,-3.2,4.3,-11.7,-6.0
RXFP1 ag,8.4%,0.1%,1.8%,3.3%,0.0%,0.7%
TRHR enhancer,2.8,-1.8,0.0,-6.3,-1.7,7.2
RXFP1 antag,x,7.7,17.5,x,8.2,0.3
TRHR ag,-0.5,0.0,0.2,-0.3,0.2,0.0
D1 PAM,7.6,9.0,2.8,0.6,-2.5,-2.4
D1 ag,0.1,2.8,5.0,2.7,5.9,0.5
Apoferritin bind,-4.4%,-3.8%,-14.3%,-12.6%,-1.7%,-8.3%
D2 potentiator,5.3,11.0,-1.1,-3.2,7.4,-1.1

[19] Cc1c(C)n(C)c2ccc(C(=O)NCCCN3CCN(C)CC3)cc12
[20] CSc1ccccc1NC(=O)COC(=O)c1ccc(O)cc1
[21] CN1CCN(CCNC(=O)c2cnn(-c3ccc(Cl)cc3)c2C2CCN(C(=O)OC(C)(C)C)CC2)CC1
[22] CC(=O)OC1CC2(C)/C(=N\O)CCC2C2CCc3cc(O)ccc3C12 (stereo unspecified)
[23] Cc1ccc(C(=O)N2CCN(CCNC(=O)C(=O)Nc3ccc(Cl)cc3)CC2)cc1
entry no.,19,20,21,22,23
D1 antag,4.6,-7.9,-5.2,42.0,-11.1
RXFP1 ag,-7.4%,-0.2%,26.3%,1.1%,0.1%
TRHR enhancer,14.6,-7.3,-6.0,0.2,-6.0
RXFP1 antag,-24.1,21.5,-24.9,-6.1,1.7
TRHR ag,0.0,-0.3,0.3,-0.3,0.4
D1 PAM,1.6,-5.8,1.3,2.3,-5.2
D1 ag,1.0,8.2,2.5,6.0,0.6
Apoferritin bind,-6.9%,-8.9%,-3.3%,-12.8%,-11.3%
D2 potentiator,1.7,5.6,-5.4,x,-10.3

Grouped by structure, the compounds so far containing a Cl atom.
[2] COc1ccc(OC)c(NC2=C(Cl)C(=O)N(Cc3ccccc3)C2=O)c1
[8] Cc1nc(S(=O)(=O)N2CCOCC2)c(C#N)c(C)c1Cl
[10] CC(=O)N1CCC(C(=O)c2ccc(Cl)cc2)CC1
[21] CN1CCN(CCNC(=O)c2cnn(-c3ccc(Cl)cc3)c2C2CCN(C(=O)OC(C)(C)C)CC2)CC1
[23] Cc1ccc(C(=O)N2CCN(CCNC(=O)C(=O)Nc3ccc(Cl)cc3)CC2)cc1
entry no.,2,8,10,21,23
D1 antag,-26.5,14.6,4.8,-5.2,-11.1
RXFP1 ag,1.5%,0.5%,-0.3%,26.3%,0.1%
TRHR enhancer,15.8,5.4,9.6,-6.0,-6.0
RXFP1 antag,-21.8,0.8,-5.3,-24.9,1.7
TRHR ag,-0.8,0.1,-0.1,0.3,0.4
D1 PAM,-0.7,2.2,1.6,1.3,-5.2
D1 ag,4.5,0.8,-0.6,2.5,0.6
Apoferritin bind,-23.9%,-15.3%,-5.3%,-3.3%,-11.3%
D2 potentiator,-1.2,12.5,-1.4,-5.4,-10.3
